# Assay outcomes: PubChem BioAssay, Sanford-Burnham Center for Chemical Genomics
# VHR inh color – inhibitors of human VHR1 phosphatase (DUSP3) | P51452 | recombinant VHR phosphatase, colorimetric substrate read-out | inhibition, % at 20 µM | actives 0.7% (n = 50,000) | AID 1992; in the data active = inhibition above about 60%; also: some results filed as inactive read as strong as hits
# Target sequence (P51452 whole entry, looked up): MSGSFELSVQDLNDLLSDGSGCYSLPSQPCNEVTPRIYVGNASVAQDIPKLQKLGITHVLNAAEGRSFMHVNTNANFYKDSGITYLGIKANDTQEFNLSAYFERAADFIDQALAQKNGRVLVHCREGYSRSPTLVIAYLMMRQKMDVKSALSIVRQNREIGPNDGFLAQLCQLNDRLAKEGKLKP
# * marks the source's active call; other numbers are inactive results.
SMILES,VHR inh color
Cc1ccc(N(Cc2ccc(C(=O)NC(C)(C)C)cc2)S(C)(=O)=O)cc1C,14
COn1c(C)c(C)c2c3nonc3ccc21,-45
CCOc1ccc(/C=C2\SC(=S)N(NC(=O)c3ccccc3)C2=O)cc1,-17
CCc1nnc(NC(=O)c2ccc(OC)cc2OC)s1,-18
CN(C)/C=C/C(=O)c1nnn(C2CCCCC2)c1NC1CCCCC1,-6
COc1ccc(CCNC(=O)c2ccc([N+](=O)[O-])cc2)cc1OC,-19
Cc1ccc(C2CC(C(F)(F)F)n3nc(C(=O)N4CCN(Cc5ccccc5)CC4)cc3N2)cc1 (stereo unspecified),1
Brc1ccc(CN2CCN(C3CCN(Cc4ccccc4)CC3)CC2)cc1,11
O=C(Cc1c[nH]c2ccccc12)N/N=C/c1cccc(F)c1,-31
CCOc1ccccc1NC(=O)c1c(NC(=O)COc2ccc(Cl)cc2)sc2c1CCC2,0
O=C(c1cccc(Cl)c1)N1CCN(C2CCN(Cc3ccccc3)CC2)CC1,14
COc1cccc(/C=C(\C#N)C(N)=O)c1,-21
COC(=O)c1c(NC(=O)c2ccc(Cl)cc2Cl)sc(Cc2ccccc2)c1C,-10
COc1ccc(CC(=O)Nc2ccc(Sc3ccc([N+](=O)[O-])cc3)cc2)cc1OC,-19
CCN(CC)c1ccc(/C=N\NC(N)=O)cc1,-16
N#Cc1c(N)c(C(=O)c2ccccc2)n2c1CCCC2,-12
O=C1NN(c2ccccc2)C(=O)/C1=C/c1ccc(OCc2ccccc2F)cc1,1
C/C(=N\NC(=O)C1(C)CC1(Br)Br)c1ccncc1 (stereo unspecified),-6
Cc1ccc(N2C(=O)C3C4C=CC(C5CC45)C3C2=O)cc1Cl (stereo unspecified),-4
O=C(CC(Nc1ccc(Br)cc1)c1ccc(F)cc1)c1ccccc1 (stereo unspecified),-14
CCOCCOC(=O)c1ccc(NC(=O)Nc2ccc(Cl)cc2)cc1,3
CC(=O)c1cccc(NC(=O)/C(=C/c2cccnc2)NC(=O)c2cccc(Br)c2)c1,2
CCCC(NC(=O)c1ccccc1)C(=O)OCC(=O)Nc1sc2c(c1C(=O)OCC)CCCC2 (stereo unspecified),-34
C=CCOc1ccc(/C=C2\SC(=O)NC2=O)cc1OC,-3
N#C/C(=C1\NC2(CCCCC2)Cc2ccccc21)c1ccccc1,-20

# Grouped by structure: the entries above containing a halogen (twelve)
SMILES,VHR inh color
Cc1ccc(C2CC(C(F)(F)F)n3nc(C(=O)N4CCN(Cc5ccccc5)CC4)cc3N2)cc1 (stereo unspecified),1
Brc1ccc(CN2CCN(C3CCN(Cc4ccccc4)CC3)CC2)cc1,11
O=C(Cc1c[nH]c2ccccc12)N/N=C/c1cccc(F)c1,-31
CCOc1ccccc1NC(=O)c1c(NC(=O)COc2ccc(Cl)cc2)sc2c1CCC2,0
O=C(c1cccc(Cl)c1)N1CCN(C2CCN(Cc3ccccc3)CC2)CC1,14
COC(=O)c1c(NC(=O)c2ccc(Cl)cc2Cl)sc(Cc2ccccc2)c1C,-10
O=C1NN(c2ccccc2)C(=O)/C1=C/c1ccc(OCc2ccccc2F)cc1,1
C/C(=N\NC(=O)C1(C)CC1(Br)Br)c1ccncc1 (stereo unspecified),-6
Cc1ccc(N2C(=O)C3C4C=CC(C5CC45)C3C2=O)cc1Cl (stereo unspecified),-4
O=C(CC(Nc1ccc(Br)cc1)c1ccc(F)cc1)c1ccccc1 (stereo unspecified),-14
CCOCCOC(=O)c1ccc(NC(=O)Nc2ccc(Cl)cc2)cc1,3
CC(=O)c1cccc(NC(=O)/C(=C/c2cccnc2)NC(=O)c2cccc(Br)c2)c1,2

# Five of the compounds above, with tabs.
structure	VHR inh color
Brc1ccc(CN2CCN(C3CCN(Cc4ccccc4)CC3)CC2)cc1	11
O=C(Cc1c[nH]c2ccccc12)N/N=C/c1cccc(F)c1	-31
CCOc1ccccc1NC(=O)c1c(NC(=O)COc2ccc(Cl)cc2)sc2c1CCC2	0
O=C(c1cccc(Cl)c1)N1CCN(C2CCN(Cc3ccccc3)CC2)CC1	14
COc1cccc(/C=C(\C#N)C(N)=O)c1	-21

# Next part.
SMILES,VHR inh color
COc1ccccc1C(=O)N1CCN(c2nc3ccc([N+](=O)[O-])cc3s2)CC1,10
O=c1c([N+](=O)[O-])c(N2CCN(Cc3ccccc3)CC2)c2ccccc2n1-c1ccccc1,-8
CC(=O)c1ccc(N2C(=O)C=CC2=O)cc1,84*
O=C1c2ccccc2C(=O)C1(Nc1ccc(I)cc1)c1ccccc1,26
COc1cc([N+](=O)[O-])ccc1NC(=O)COc1ccccc1C(C)(C)C,-4
O=C1NN(c2ccc(Cl)c(Cl)c2)C(=O)/C1=C/c1cc([N+](=O)[O-])ccc1O,-6
COC(=O)c1cc(-c2ccc(OC)c(OC)c2)nc2ccccc12,-10
O=C1CCCC2=C1C(c1cccnc1)Nc1ccc(C(=O)c3ccccc3)cc1N2 (stereo unspecified),14
CC(C)(C)C(=O)/C=C/c1ccc(-n2nncc2C(C)(C)C)cc1,2
CN1C(=O)CSC1=Nc1ccc(Br)cc1,-25
Oc1ccc2[nH]c(-c3ccccc3)nc2c1CN1CCCCC1,5
O=C1C2C3C=CC(C2C(=O)N1Cc1ccccc1)C1C(=O)N(Cc2ccccc2)C(=O)C31 (stereo unspecified),5
COCCOC(=O)C1CN1C(Cc1ccccc1)C(=O)OC (stereo unspecified),1
CCCC1=NN(c2ccc([N+](=O)[O-])cc2)C(=O)/C1=C/c1cccc([N+](=O)[O-])c1,-2
CC1(C)Cc2c(sc3nc(SCC(N)=O)n(CCc4ccccc4)c(=O)c23)CO1,-16
O=[N+]([O-])c1ccc(-n2ncnc2-c2cccc(Br)c2)c(Cl)c1,-3
CCc1nnc(NC(=O)CN2C(=O)/C(=C/c3cc(OC)c(OC)c(OC)c3)SC2=S)s1,15
COc1ccc(OC)c(C2Sc3ccccc3NC3=C2C(=O)c2ccccc23)c1 (stereo unspecified),-12
CCOC(=O)c1c(C)nc(-c2ccccc2)nc1NC(=O)c1ccccc1,-4
O=C(N/N=C/c1ccc(O)c(O)c1)c1ccccn1,-14
O=S(=O)(c1ccc2ccccc2c1)N1CCN(C/C=C/c2ccccc2)CC1,7
COC(=O)c1cccc(-n2c(C)ccc2-c2ccccc2)c1,12
CCN1C(=O)c2cccc3c(S(=O)(=O)N(C)c4ccccc4)ccc1c23,16
COc1ccc(C2CC(=O)C3=C(C2)Nc2ccccc2NC3c2cccc(C(F)(F)F)c2)cc1OC (stereo unspecified),82
COc1ccc(/C=C2\SC(=S)N(CC(C)C)C2=O)c(OC)c1,-32
SMILES,VHR inh color
O=C(Nc1nc(-c2ccc(F)cc2)cs1)c1ccc2c(c1)OCO2,-14
COC(=O)c1ccc(NC(=O)c2ccc(OCC(C)C)cc2)cc1,-11
Cc1ccc(N(CC(=O)Nc2ccc(C(C)C)cc2)S(C)(=O)=O)cc1Cl,6
O=C(Nc1ccc(C2CCCCC2)cc1)C1=C(O)CCn2c1nc1ccccc12,-15
COC(=O)C1=C(C)N(C)C(C)=C(C(=O)OC)C1c1ccc(C)s1,5
CC(C)N1CCN(Cc2ccc(Br)cc2)CC1,12
O=C(c1nn2c(C(F)(F)F)cc(-c3ccccc3)nc2c1Cl)N1CCCC1,4
CC(C)(C)NC(=O)C(=O)N/N=C/c1ccc(Br)cc1,-20
COc1ccc(C2CC(=O)C3=C(C2)Nc2ccccc2NC3c2ccccc2OC(C)C)cc1OC (stereo unspecified),-7
Cc1ccccc1OCC(=O)Nc1cccc(F)c1,-15
CCOC(=O)c1c(NC(=O)CCN2C(=O)c3cccc4cccc(c34)C2=O)sc2c1CCC2,7
O=C1OC(c2ccccc2Br)=N/C1=C\c1cc2c(cc1Cl)OCO2,-1
COc1cc(NC(=O)c2ccc(C(C)(C)C)cc2)c(OC)cc1Cl,-48
Cc1cccc(OCC(=O)NCC(C)C)c1,-8
O=C(CC(c1ccccc1)c1ccccc1)Nc1ccccc1Br,6
Cc1cc(C)c(NS(=O)(=O)c2ccc(Cl)c([N+](=O)[O-])c2)c(C)c1,-16
CCc1cc(=O)oc2cc(OCc3cccc(C)c3)ccc12,2
O=C(COc1ccc([N+](=O)[O-])cc1)Nc1ccc(Cl)cn1,-20
Cc1ccc(C(=O)C[n+]2ccccc2C)cc1[N+](=O)[O-],-16
c1cc2c(cc1CNC13CC4CC(CC(C4)C1)C3)OCO2,-11
Cc1cc(N2CCN(C(c3ccccc3)c3ccccc3)CC2)nc2ccccc12,-30
CC1(C)C(=O)N(Cc2ccc([N+](=O)[O-])cc2)c2ccccc2N1C(=O)c1ccc(F)cc1,8
CCCc1nc(-c2ccccc2)c(-c2ccc(OC)c(OC)c2)c(=O)[nH]1,4
CC(=O)Oc1ccc(C(=O)Nc2cccc(-c3nnc(-c4ccccc4)o3)c2)cc1,-36
CCCC(=O)NC(c1ccc(C)cc1)c1c(O)ccc2ccccc12 (stereo unspecified),-34

# Next section; the last three above are carried over.
SMILES,VHR inh color
CCCc1nc(-c2ccccc2)c(-c2ccc(OC)c(OC)c2)c(=O)[nH]1,4
CC(=O)Oc1ccc(C(=O)Nc2cccc(-c3nnc(-c4ccccc4)o3)c2)cc1,-36
CCCC(=O)NC(c1ccc(C)cc1)c1c(O)ccc2ccccc12 (stereo unspecified),-34
Oc1c(C=Nc2cccc3ccccc23)sc2ccccc12,7
O=C(Nc1ccc(Br)cc1C(=O)O)c1cccs1,-14
COc1ccc(C2Nc3ccccc3C(=O)N2c2ccc(Cl)cc2)cc1Cn1nc(C)c([N+](=O)[O-])c1C (stereo unspecified),-8
COC(=O)c1ccc(NC(=O)CC2SCCNC2=O)cc1 (stereo unspecified),4
CCc1ccccc1NS(=O)(=O)c1cccc([N+](=O)[O-])c1,-12
O=C1Nc2ccccc2C1=Cc1nc2ccccc2c(=O)n1-c1cccc([N+](=O)[O-])c1,4
COc1ccccc1OCCOc1ccc(Cl)cc1/C=C1/SC(=S)N(C)C1=O,-5
O=C(Cc1ccc(Cl)cc1)NNC(=O)c1cc(Cl)ccc1O,-18
COc1ccc(/C=C2/SC(=O)N(CNc3cc(F)ccc3C)C2=O)cc1OC,4
CC1(C)CC(=O)c2c(oc3ccc(NS(=O)(=O)c4ccc5c6c(cccc46)C(=O)N5)cc23)C1,-17
COC(=O)C1=C(O)/C(=C\c2ccccc2C(F)(F)F)N=C1C,-16
Cc1ccc(C)c(S(=O)(=O)NC(=O)C(C)O)c1 (stereo unspecified),-16
Nc1nnc(SCC(=O)Nc2ccc(Cl)c(Cl)c2)s1,10
CCCCCC(=O)Nc1ccc(S(=O)(=O)Nc2cc(OC)nc(OC)n2)cc1,-8
Cc1cc(C)n(C(=O)CN2C(=O)c3ccccc3C2=O)n1,-20
CC(NC(c1ccccc1)(c1ccccc1)c1ccccc1)C(=O)O (stereo unspecified),-47
O=C(Nc1ccc(I)cc1)C(Cc1ccccc1)N1C(=O)c2ccccc2C1=O (stereo unspecified),-16
COc1cc([N+](=O)[O-])cc(/C=N/NC2=NS(=O)(=O)c3ccccc32)c1O,-1
O=C1N=C(N2CCOCC2)S/C1=C/c1ccc(Cl)cc1Cl,-8
CCn1c(C(O)c2ccccc2)nc2ccccc21 (stereo unspecified),-13
CCCC(=O)Nc1ccc(Br)cn1,-4
O=C(NCc1ccco1)c1cc2n(n1)C(C(F)(F)F)CC(c1ccc(Cl)cc1)N2 (stereo unspecified),-18
COc1cccc(N2C(=O)NC(=O)C(=Cc3ccc(N(C)C)cc3)C2=O)c1,-2
CCCOc1ccc(CC(CC(=O)O)(C(=O)O)C(=O)O)cc1,10
O=S(=O)(Nc1cccc(-c2cn3ccccc3n2)c1)c1ccc(-c2ccccc2)cc1,-10
CCOc1ccc(C2Nc3ccc4ccccc4c3C3=C2C(=O)CC(C)(C)C3)cc1OC (stereo unspecified),-13
O=C(COc1ccc(Br)cc1)Nc1ccc(Cl)cc1Cl,-25
CCc1c(C)sc(NC(=O)C(CC)c2ccccc2)c1C(=O)OC (stereo unspecified),7
COc1ccc(C(=O)/C=C/c2ccc(OC)c([N+](=O)[O-])c2)cc1,-8
O=c1oc2cc([N+](=O)[O-])ccc2nc1/C=C(\O)c1ccc(Br)cc1,-6

# An excerpt; rates above refer to the full screens.
